D1 agonist = Allosteric Agonists of the Human D1 Dopamine Receptor: qHTS. D(1A) dopamine receptor (Homo sapiens), P21728. HEK293 T-REx D1 cells, calcium flux, agonist mode. activation, % at 2 µM. 360,000 tested, 1% active. AID 504660, 2011; in the data active = activation above about 30%; note: 0% is about no effect
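Agonism was scored from calcium flux recorded over 180 s (1 read/s) after pintool compound addition, following a 10-cycle baseline. Cells were inducible force-coupled HEK293 TREx D1, plated overnight at 30 C and loaded with no-wash calcium dye.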
D2 potentiator = HTS Assay for Positive Allosteric Modulators of the Human D2 Dopamine Receptor: Primary Screen for Potentiators. D(2) dopamine receptor (Homo sapiens), P14416. 340,000 tested, 0.34% active. potentiation, % at 10 µM. HEK293 T-REx D2, calcium flux, EC20 dopamine potentiation;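 active = potentiation over 3 SD above the plate norm, cut at about 30% in these data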; note: 0% is about no effect
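Using a no-wash calcium dye in inducible, force-coupled HEK293 Trex cells expressing D2, we tracked fluorescence each second for 180 s after compound, then for 180 s after EC20 dopamine to detect augmented signalling.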
Glioma ERSR ind = qHTS for Inducers of the Endoplasmic Reticulum Stress Response (ERSR) in Human Glioma: qHTS. 420,000 tested, 0.02% active. U87-MG GRP78 promoter luciferase reporter, 16 h. Potency, µM, for the others: at the top dose activation, hits mostly activators. AID 602332, 2012; note: potency is the fitted concentration of half-maximal effect; series mostly up to about 76 µM; % of control where 0% means no effect; nearly all actives have a fitted effect of over 35% in size
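ERSR induction read as luciferase luminescence (Bright-Glo, 10 min at room temperature) in stably transfected human U87-MG glioma cells exposed to compounds for 16 h, using GRP78 as sensor.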
D1 PAM = Potentiators of Human D1 Dopamine Receptor: qHTS | D(1A) dopamine receptor (Homo sapiens), P21728 | HEK293 TREx D1 cells, calcium flux, dopamine EC20 potentiation | potentiation, % at 10 µM | 360,000 tested, 0.036% active | AID 504651, 2011; in the data active = potentiation above about 30%; note: 0% is about no effect
Vif-APOBEC3G blk = qHTS for Inhibitors of Vif-A3G Interactions: qHTS; DNA dC->dU-editing enzyme APOBEC-3G (Homo sapiens), Q9HC16; HeLa A3G-eYFP + Vif (tagged APOBEC3G with the HIV-1 protein that degrades it), YFP fluorescence, overnight; Potency, µM (top dose mostly 46.1 µM), for inactives: at the highest dose activity, negative = active, hits mostly inhibitors; 410,000 tested, 0.076% active; AID 602310, 2012;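 note: potency is the fitted concentration of half-maximal effect; % is set by controls: 0 for no effect and ±100 for the full control effect; nearly all actives have a fitted effect of over 60% in size; hits raise eYFP signal because A3G escapes Vif-driven loss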
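Read-out is eYFP fluorescence (Ex 488/Em 500-530) from Vif-expressing HeLa A3G-eYFP cells; more signal means A3G escaped Vif-mediated degradation. Cells plated overnight, compound pinned in, incubated overnight at 37 deg C.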
Vif-APOBEC3F blk = qHTS for Inhibitors of Vif-A3F Interactions: qHTS; HeLa A3F-eYFP + Vif (tagged APOBEC3F with the HIV-1 protein that degrades it), YFP fluorescence increase; Potency, µM (titrated, usually from 46.1 µM), for the others: top-dose activity, negative = active; 390,000 tested, 0.2% active; AID 602313, 2012; note: potency is the fitted concentration of half-maximal effect; % of control where 0% means no effect; nearly all actives have a fitted effect of over 65% in size
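Fluorescence increase (Ex 488/Em 500-530) after overnight compound treatment at 37 deg C flags inhibition of Vif-driven A3F-eYFP loss in stable HeLa A3F-eYFP/Vif cells seeded overnight beforehand.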
LDHA inh = qHTS assay for inhibitors of human lactate dehydrogenase. L-lactate dehydrogenase A chain (Homo sapiens), P00338. purified LDHA, NADH/diaphorase-resazurin fluorescence; stronger effect = lower value. activity change, % (values are at about 110 or 230 µM). 480,000 tested, 0.15% active. AID 1347041, 2019; in the data active = activity change below about -30%; inconclusive = mostly about -25% to -30%;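 note: plate controls were DMSO wells for no effect and wells without enzyme for full effect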
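Resorufin fluorescence (ex540/em590), read at 0 and 20 min after diaphorase/resazurin addition, reports the NADH left after a 5 min room-temperature reaction of 2 nM human LDH5 with 0.06 mM NADH and 0.2 mM pyruvate.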
D1 antag = Antagonist of Human D 1 Dopamine Receptor: qHTS | D(1A) dopamine receptor (Homo sapiens), P21728 | HEK293 TREx D1 cells, calcium flux, dopamine EC80; stronger effect = lower value | activity change, negative = inhibition, % at 10 µM | 360,000 tested, 3.2% active | AID 504652, 2011; in the data active = activity change below about -30%; note: % is set by controls: 0 for no effect and ±100 for the full control effect
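Using tetracycline-induced force-coupled D1 Hek293 cells and a calcium dye, signals were followed for 180 s after compound, then for 180 s after EC80 dopamine, to detect inhibitors.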
RXFP1 ag = qHTS Assay for Agonists of the Relaxin Receptor RXFP1 | Relaxin receptor 1 (Homo sapiens), Q9HBX9 | HEK293T-RXFP1 cAMP TR-FRET, 30 min; response scale: percent of porcine relaxin response, buffer zero | Potency, µM (highest dose often 57.5 µM), for the others: at the top dose activation, most hits filed as activators | 370,000 tested, 0.3% active | AID 2676, 2010; note: potency is the fitted concentration of half-maximal effect; % is set by controls: 0 for no effect and ±100 for the full control effect; nearly all actives have a fitted effect of over 60% in size; many of its hits are not listed in these tables
Target sequence (Q9HBX9 whole entry, looked up): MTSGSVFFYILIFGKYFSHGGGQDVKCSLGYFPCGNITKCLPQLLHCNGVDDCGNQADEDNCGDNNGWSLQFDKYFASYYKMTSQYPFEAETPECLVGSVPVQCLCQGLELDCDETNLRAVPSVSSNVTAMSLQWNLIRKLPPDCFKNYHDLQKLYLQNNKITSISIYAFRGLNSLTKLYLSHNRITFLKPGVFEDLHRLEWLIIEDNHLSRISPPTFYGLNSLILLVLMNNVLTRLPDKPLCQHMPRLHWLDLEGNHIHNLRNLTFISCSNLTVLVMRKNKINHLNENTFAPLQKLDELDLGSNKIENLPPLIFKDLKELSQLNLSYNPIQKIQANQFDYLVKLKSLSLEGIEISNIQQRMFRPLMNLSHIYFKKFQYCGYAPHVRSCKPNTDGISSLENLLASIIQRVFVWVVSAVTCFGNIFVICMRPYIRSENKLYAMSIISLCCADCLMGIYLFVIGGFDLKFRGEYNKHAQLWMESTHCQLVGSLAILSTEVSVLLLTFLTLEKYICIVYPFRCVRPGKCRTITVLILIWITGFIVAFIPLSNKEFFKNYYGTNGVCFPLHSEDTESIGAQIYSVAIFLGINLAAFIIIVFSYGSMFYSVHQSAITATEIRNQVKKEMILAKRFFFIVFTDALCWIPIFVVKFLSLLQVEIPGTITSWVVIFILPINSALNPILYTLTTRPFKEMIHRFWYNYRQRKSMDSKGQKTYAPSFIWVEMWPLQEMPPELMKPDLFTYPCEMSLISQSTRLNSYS
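HEK293 cells stably expressing RXFP1, treated 30 min at 37C with compounds plus PDE4 inhibitor Ro 20174; cAMP measured by HTRF TR-FRET. Normalized to buffer and 29 nM porcine relaxin; EC50 by Hill fit.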
An asterisk follows results filed as active; ? = inconclusive; · = no result given. Unless noted, calls come from the whole dose curve; as a rule, active = well fitted curve in the direction sought with a large enough effect; inconclusive = small, poorly fitted or top-dose-only effect, or another doubt; inactive = no such curve, though single readings can be large; an effect the other way counts as inactive or inconclusive. Some of the compounds tested (hit frequency here may not be typical).

compound	LDHA inh	D1 agonist	Vif-APOBEC3F blk	Glioma ERSR ind	RXFP1 ag	D2 potentiator	Vif-APOBEC3G blk	D1 PAM	D1 antag
Cc1ccc(S(=O)(=O)/N=C(\N)Nc2nc(C)c3cc(C)c(C)cc3n2)cc1	0	5	-2%	1%	-1.6%	-1	0%	-4	-2
COc1ccc(-c2nc(CN3CCC(C(=O)N4CCOCC4)CC3)c(C)o2)cc1OC	-2	2	2%	-4%	0.1%	6	-4%	-4	13
CCc1nnc(NS(=O)(=O)c2ccc(NCc3cc(Cl)cc(Cl)c3O)cc2)s1	0	33*	4%	-1%	2.2%	7	0%	0	6
C/C(=N\NC(=O)C1CCCC1)c1ccc(Cl)cc1	-6	2	1%	3%	1.8%	2	-2%	-13	9
Cc1ccc(NC(=O)CCCN2C(=O)c3cccc4cccc(c34)C2=O)cc1	-9	1	8%	-3%	-0.3%	13	0%	-5	16
CN(C)c1ccc(/C=C(\C#N)c2nc(-c3ccc(Cl)c(Cl)c3)cs2)cc1	-3	11	?	-3%	1.4%	-2	3%	-1	-3
Cc1ccc(NC(=O)CSc2nnc(-c3cc4occc4n3C)n2-c2ccccc2C)c(Cl)c1	2	2	0%	0%	15%	0	5%	4	-14
COc1ccc(NC(=O)CN(C)C(=O)Cc2ccsc2)cc1	-16	1	3%	2%	0.2%	·	1%	19	-5
CCNc1nc(SCCOc2ccc(Br)cc2)nc(N(C)C)n1	-2	2	-21%	-4%	0.5%	5	-1%	0	5
COC(=O)c1ccc(NC(=O)C2CCN(C(=O)Nc3ccccc3)CC2)cc1	-6	1	1%	7%	2.2%	-18	-13%	-5	-11
CCSc1nnc(NC(=O)c2ccc(C)o2)s1	-4	4	2%	0%	0.0%	10	-2%	-4	2
O=C(COC(=O)CNC(=O)c1ccccc1)NC1CCCCC1	-1	0	4%	-4%	0.6%	-4	0%	7	3
Cc1csc(CN(C)C(=O)C2CCC(=O)N(CCCc3ccccc3)C2)n1 (centres undefined)	0	6	-3%	-2%	-0.2%	-2	0%	0	-43*
COc1ccc(O)c(C(=O)c2cc(C#N)c(=O)n(-c3ccc(Cl)cc3)c2)c1	2	14	?	-4%	2.7%	-2	-3%	-1	7
O=c1[nH]c(-c2ccccn2)nc2sc(-c3ccccc3)cc12	-8	7	?	?	6.6%	11	-17%	3	-31*
CC(C)Nc1nc(-c2ccccc2)nc(-n2ccnc2)n1	-7	2	1%	-2%	1.2%	-2	6%	5	-16
Oc1ccc(CNc2ccccc2)c2cccnc12	18	3	·	-3%	-0.4%	6	1%	-14	-23
Cc1ccc(S(=O)(=O)N2CCN(C(=O)c3cc4c(s3)CCCC4)CC2)cc1	-6	3	-7%	-3%	1.4%	-3	0%	-3	-15
COc1cccc(NC(=S)N(CCN(C)C)C(C)c2ccncc2)c1 (centres undefined)	0	5	-6%	1%	0.0%	-1	0%	-2	-17
Cc1ccccc1CNC(=O)CCNS(=O)(=O)c1ccc(OC(F)(F)F)cc1	-22	14	-4%	1%	1.8%	11	-3%	-10	-8
Cc1ccc(C(=O)Nc2cc(Cl)ccc2-n2cncn2)o1	2	3	5%	0%	1.0%	0	-1%	-7	8
CC(C)=C(NC(=O)c1ccccc1)C(=O)NCc1ccccc1	-6	5	10%	1%	1.6%	0	3%	-3	-2
O=C(/C=C/c1ccc(Cl)cc1)Nc1nc(-c2cccs2)ns1	-9	7	-10%	-3%	?	9	2%	2	-9
COc1ccc(CC(CC(=O)O)C(=O)NCc2ccccc2)cc1 (centres undefined)	-10	2	-1%	-3%	-1.1%	-7	10%	-3	16
O=C(/C=C/c1ccc([N+](=O)[O-])cc1)N1CCN(Cc2ccccc2)CC1	-4	6	-7%	-2%	-3.1%	-12	0%	-2	-1
O=C(Nc1ccc(CN2CCOCC2)cc1)c1ccc(Br)o1	-5	6	6%	-5%	-4.1%	·	-1%	-3	9
Oc1ccc(-c2nncn2-c2ccccc2)cc1	4	2	1%	-2%	0.9%	0	-6%	2	-7
COc1ccccc1N1CCN(C(=O)C(C)NC(=O)c2ccco2)CC1 (centres undefined)	2	5	0%	-7%	-0.4%	8	0%	·	-17
COc1ccc(OC)c(NC(=O)Cn2cnc3c(oc4ccccc43)c2=O)c1	-3	2	-4%	7%	3.6%	4	-9%	-2	-4
O=C1/C(=C/c2cccs2)NC(=S)N1C1CC1	-9	2	-18%	-3%	-1.5%	-1	-3%	2	13
CCOc1ccc(N(CC(=O)NC(C)(C)C)S(=O)(=O)c2c(C)noc2C)cc1	-1	1	-14%	-5%	-0.4%	4	-7%	-1	-7
CCCCc1ccc(NC(=S)NCCc2ccc(F)cc2)cc1	5	10	-9%	-1%	-0.3%	-25	-16%	2	-16
O=C(Cn1cnc2c(nnn2-c2ccccc2)c1=O)N1CCOCC1	-14	1	0%	13%	-1.8%	3	-2%	-4	13
CC(C)N1CCc2c(sc(NC(=O)c3ccc(S(=O)(=O)N4CCOCC4)cc3)c2C(N)=O)C1	2	2	-9%	-1%	-0.2%	9	-1%	-4	-4
CC(C)NC(=S)Nc1cccc2cnccc12	5	6	-2%	1%	3.4%	1	-1%	-5	9
Clc1ccc(Br)cc1-c1nc(-c2ccncc2)no1	-13	3	1%	6%	4.4%	19	1%	6	6
CNC(=O)C(=O)NCCc1ccc(Cl)cc1	-3	2	0%	-1%	1.0%	6	-3%	0	-4
COC(=O)C1CCN(CC(=O)Nc2ccc(OC)c(Cl)c2)CC1	1	5	0%	0%	3.2%	-1	0%	0	2
CC(=O)Nc1ccc(S(=O)(=O)NC2(C(F)(F)F)N=C(c3ccccc3)NC2=O)cc1 (centres undefined)	6	3	-20%	-4%	2.9%	11	1%	0	-11
c1ccc(CSCc2cn3ccsc3n2)cc1	-1	1	2%	3%	1.1%	-11	1%	0	10
O=C(c1ccccc1)n1nc(-c2ccccc2)nc1NCc1ccc(F)cc1	-2	16	7%	-3%	-1.5%	-11	-3%	-5	8
CCC1Sc2ccc(S(=O)(=O)CCC(=O)Nc3ccccc3Cl)cc2NC1=O (centres undefined)	-2	6	6%	-3%	-0.8%	-1	0%	-5	0
NC(=O)c1ccsc1NC(=O)c1ccc(S(=O)(=O)N2CCCC2)cc1	-2	2	4%	-2%	1.4%	3	-6%	-1	5
CCOC(=O)c1[nH]c(C)c(CCC(=O)Nc2ccccc2C(=O)OC)c1C	-5	6	-22%	-4%	-0.2%	9	?	-3	-7
O=C(C1CC1)N1CCN(c2ccc(F)cc2)CC1	-2	0	-1%	-1%	0.0%	-1	-1%	1	-11
Cc1ccc2onc(CNC(=O)Nc3ccccc3C#N)c2c1	0	1	3%	-4%	3.4%	-2	-3%	-1	5
Cc1ccc(C(=O)NNC(=O)c2ccc(-n3cncn3)c([N+](=O)[O-])c2)cc1	-3	2	-9%	-2%	0.3%	·	3%	0	-27
COC(=O)c1sc2ncccc2c1OCc1ccccc1Cl	-4	6	5%	-4%	0.2%	14	-15%	0	5
COCCNC(=O)c1ccccc1N(Cc1ccccc1)S(=O)(=O)c1ccc(C)cc1	-4	3	-6%	1%	1.2%	3	-7%	0	-6

From PubChem
